Source: PubChem
ATG4B inh: inhibitors of human ATG4B cysteine protease; Q9Y4P1; ATG4B cleavage of LC3-PLA2, NBD-HPC fluorescence, 1 h; inhibition, % at 8.33 µM; actives 0.51% (n = 340,000); AID 504462; in the data active = inhibition above about 40%
Target sequence (Q9Y4P1 whole entry, looked up): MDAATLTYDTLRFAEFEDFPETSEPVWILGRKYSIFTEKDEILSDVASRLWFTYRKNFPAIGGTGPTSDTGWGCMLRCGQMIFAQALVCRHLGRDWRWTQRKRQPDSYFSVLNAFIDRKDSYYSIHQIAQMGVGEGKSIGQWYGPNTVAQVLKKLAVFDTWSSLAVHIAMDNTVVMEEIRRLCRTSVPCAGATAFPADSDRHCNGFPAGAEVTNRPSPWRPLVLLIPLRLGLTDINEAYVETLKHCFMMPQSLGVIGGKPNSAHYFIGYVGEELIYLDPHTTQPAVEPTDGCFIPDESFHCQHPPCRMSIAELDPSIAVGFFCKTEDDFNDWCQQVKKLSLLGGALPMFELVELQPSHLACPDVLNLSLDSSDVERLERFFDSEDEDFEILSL
APOBEC3A inh: inhibitors of human APOBEC3A DNA deaminase; actives 0.41% (n = 330,000); inhibition, % at 20 µM; recombinant A3A, FAM/TAMRA ssDNA deamination fluorescence; P31941; AID 493011;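 active = at least 40% inhibition at 20 µM here, with at most 30% in a related deaminase screen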;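 also: plate controls were A3A with DMSO for no effect and wells lacking A3A enzyme for full effect; some results filed as inactive read as strong as hits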
Target sequence (P31941 whole entry, looked up): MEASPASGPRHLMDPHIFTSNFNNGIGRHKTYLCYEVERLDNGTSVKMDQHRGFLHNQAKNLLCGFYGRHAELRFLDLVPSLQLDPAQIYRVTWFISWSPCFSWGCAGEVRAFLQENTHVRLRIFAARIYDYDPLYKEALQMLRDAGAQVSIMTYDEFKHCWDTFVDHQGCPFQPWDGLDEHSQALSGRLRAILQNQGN
mIAP block: mouse IAP inhibition; purified mouse IAP, CDP-Star luminescence, 30 min; inhibition, % at 10 µM; actives 0.2% (n = 330,000); AID 2806;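 active = inhibition of at least 40% at 10 µM in the primary screen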;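 also: plate controls were DMSO with enzyme for no effect and no enzyme wells for full effect; values of inactives mirror those of a sister screen read the other way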
HKDC1 inhibitor: HKDC1 (human) hexokinase inhibition | AID 493160 | Q2TB90 | recombinant HKDC1, G6PDH/diaphorase resazurin coupled fluorescence | actives 0.16% (n = 340,000) | inhibition, % at 20 µM;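 active = inhibition above about 35% when tested at 20 µM, limit read from the data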;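 also: plate controls were DMSO wells with enzyme for no effect and DMSO wells lacking enzyme for full effect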
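Test system: recombinant HKDC1 (HK5) hexokinase enzyme, produced in-house / Doses: 20 µM test compound, 1% DMSO / Timing: 90 min, room temperature / Detection: G6PDH/diaphorase-coupled fluorescence, 1 mM NADP, 100 µM resazurin, 525/613 nm / Control set: DMSO wells with and without enzyme mix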
hIAP activ: human IAP activation; activation factor at 10 µM; actives 0.16% (n = 330,000); AID 2524; purified human IAP, CDP-Star luminescence, 30 min; active compounds read high; 1 = vehicle-only enzyme, 0 = enzyme-free background; P09923;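 active = activation factor of the enzyme at least 2-fold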; also: the source names both 10 and 20 µM as test concentration; values of inactives mirror those of a sister screen read the other way
mIAP activ: mouse IAP activation | actives 0.24% (n = 330,000) | AID 2805 | activation factor at 10 µM | muIAP, CDP-Star luminescence, 30 min; active compounds read high; 1 = vehicle-only enzyme signal, 0 = enzyme-free wells;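 active = activation factor of at least 2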; also: the source names both 10 and 20 µM as test concentration; values of inactives mirror those of a sister screen read the other way
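Assay system: mouse IAP enzyme; Reagent: CDP-Star chemiluminescent phosphatase substrate; Compound: DMSO-dissolved test compounds; Incubation: 30 min, room temperature; Technique: luminescence from enzymatic CDP-Star hydrolysis; Controls: DMSO-only wells and no-enzyme negative control.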
hIAP block: blocks human intestinal alkaline phosphatase; inhibition, % at 10 µM; actives 0.12% (n = 330,000); P09923; purified IAP, CDP-Star luminescence, 30 min;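 active = inhibition reaching a set limit with compound at 10 µM in the primary screen, cut at about 35% in these data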;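 also: plate controls were DMSO wells with enzyme for no effect and no-enzyme buffer wells for full effect; values of inactives mirror those of a sister screen read the other way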
PfGluPho inh: PfG6PD (Plasmodium falciparum) enzyme inhibition | PfGluPho enzyme, NADPH resazurin-diaphorase fluorescence | inhibition, % at 20 µM | actives 0.78% (n = 350,000) | AID 504690;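 active = inhibition reaching at least a set limit at 20 µM in the primary screen, cut at about 59% in these data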;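 also: 0% = DMSO wells with substrate and 100% = DMSO wells lacking glucose-6-phosphate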
Active calls of the source: *. Random draw from the library; 2.4% or so of the library scored in one or more.

SMILES	ATG4B inh	APOBEC3A inh	mIAP block	HKDC1 inhibitor	hIAP activ	mIAP activ	hIAP block	PfGluPho inh
O=C(O)CSc1nnc(-c2cccc(S(=O)(=O)N3CCOCC3)c2)n1-c1cccc(Cl)c1	3.2	-7.7	-5.9	-6.4	1.15	1.06	-15.2	-16.3
COc1cc(OC)c(C(=O)NCc2cccnc2)cc1OC	-2.5	1.7	3.4	-6.9	1.01	0.966	-0.9	-5.5
COCc1[nH]nc2c1C(c1ccc(F)cc1F)C(C#N)=C(N)O2 (stereo not given)	-10.7	0.5	2.3	0.2	0.875	0.977	12.5	8.4
O=C(Cn1ccnc1)c1ccc(Cl)cc1	0.1	-1.6	-7.0	1.7	1.03	1.07	-3.4	-1.2
COc1ccccc1NCC(=O)N/N=C/c1c(O)ccc2ccccc12	0.5	-5.4	15.7	8.4	1.48	0.843	-48.4	-28.0
Cc1cccnc1NC(=O)c1ccco1	-1.0	0.0	-0.2	-6.6	0.948	1	5.2	6.1
CCCCCOc1ccccc1C(=O)NCCCCCC(=O)O	7.4	-0.1	9.5	-6.2	0.73	0.905	27.0	-30.9
Clc1cc(Cl)c(Cl)c(Cl)c1Cl	10.4	-0.4	6.7	1.0	0.99	0.933	1.0	-17.6
COC(=O)c1ccc(NC(=O)CN2CCN(c3cccc(Cl)c3)CC2)cc1	-1.3	0.0	8.9	-6.8	0.923	0.911	7.7	-2.8
CCOC(=O)C1CCN(C(=O)Cn2nc(C)n3nc(-c4ccc(CC)cc4)cc3c2=O)CC1	6.9	-1.2	-5.8	-1.8	1.43	1.06	-43.0	-5.4
Cc1nc2c3cnn(-c4ccc(C)c(C)c4)c3ncn2n1	0.6	4.5	-4.7	-4.8	0.256	1.05	74.4*	5.7
COCCc1ncc(CN2CCCCC2C(=O)Nc2ccc(Oc3ccccc3)nc2)cn1 (stereo not given)	-5.3	-1.3	2.0	-4.3	1.08	0.98	-7.7	-0.8
O=C(N/N=C/c1c[nH]c2ccccc12)c1ccc2c(c1)OCCO2	-0.2	-2.6	-3.4	-5.5	1.03	1.03	-3.3	4.5
Cn1c(NC(=O)c2ccccc2Br)cc(=O)n(C)c1=O	-7.5	-1.1	-8.6	-3.4	0.833	1.09	16.7	2.0
CC(C)OC(=O)C(C(=O)C(F)(F)F)c1cc(NS(=O)(=O)c2ccc3ccccc3c2)c2ccccc2c1O (stereo not given)	50.9*	-0.7	6.6	10.9	0.932	0.934	6.8	29.5
COc1cc2c(cc1NC(=S)NC(=O)c1c(OC)cccc1OC)oc1ccccc12	11.2	-1.3	6.2	-5.5	1.01	0.938	-0.6	11.3
Cc1ccc(-c2nc3ccccn3c2NC(=O)c2ccco2)cc1	2.9	-4.1	-5.5	9.7	1.2	1.05	-20.2	-3.3
CN(C)/C=C/c1c([N+](=O)[O-])c2ccc(O)cc2n1-c1ccccc1	8.1	-5.1	37.0	-0.3	0.899	0.63	10.1	18.5
O=C(CN1CCc2ccccc2C1)Nc1ccc(F)cc1F	-0.4	-3.2	-1.1	-1.4	0.916	1.01	8.4	-17.1
Cc1cc(N2CCCc3ccccc32)n2ncnc2n1	-4.1	-2.8	-8.9	-5.3	0.785	1.09	21.5	0.0

Pulled by compound from the list above (4):
SMILES	ATG4B inh	APOBEC3A inh	mIAP block	HKDC1 inhibitor	hIAP activ	mIAP activ	hIAP block	PfGluPho inh
Clc1cc(Cl)c(Cl)c(Cl)c1Cl	10.4	-0.4	6.7	1.0	0.99	0.933	1.0	-17.6
Cc1nc2c3cnn(-c4ccc(C)c(C)c4)c3ncn2n1	0.6	4.5	-4.7	-4.8	0.256	1.05	74.4*	5.7
O=C(O)CSc1nnc(-c2cccc(S(=O)(=O)N3CCOCC3)c2)n1-c1cccc(Cl)c1	3.2	-7.7	-5.9	-6.4	1.15	1.06	-15.2	-16.3
CCOC(=O)C1CCN(C(=O)Cn2nc(C)n3nc(-c4ccc(CC)cc4)cc3c2=O)CC1	6.9	-1.2	-5.8	-1.8	1.43	1.06	-43.0	-5.4

Following part.
SMILES	ATG4B inh	APOBEC3A inh	mIAP block	HKDC1 inhibitor	hIAP activ	mIAP activ	hIAP block	PfGluPho inh
N#Cc1c(NC(=O)CCn2cnc3ccccc3c2=O)oc(-c2ccccc2)c1-c1ccccc1	-7.2	3.8	6.8	2.1	1.02	0.932	-1.7	1.0
CC(C)(C)CC(=O)N[C@@H](Cc1ccccc1)c1nc2ccccc2[nH]1	-8.5	-0.6	-7.8	8.7	0.87	1.08	13.0	7.6
CCN(CC)CCCN1C(=O)c2oc3ccccc3c(=O)c2C1c1cccnc1 (stereo not given)	6.8	1.1	-3.6	1.0	0.994	1.04	0.6	-9.2
Cc1cccc(CS(=O)(=O)Cc2ccc(C(=O)NCCCN3CCCC3)o2)c1	0.9	0.6	10.7	-7.2	0.928	0.893	7.2	-10.3
COc1ccc(NC(=O)CSc2nnc(N)n2CC(=O)Nc2ccc(OC)cc2)cc1	-3.9	0.7	4.0	-4.1	1.13	0.96	-13.4	-11.5
Cc1ccccc1C(=O)N(Cc1cccs1)C1CCS(=O)(=O)C1 (stereo not given)	-6.0	-0.2	7.3	-3.9	0.951	0.927	4.9	12.3
CCNC(=O)Cc1ccc(Br)cc1	-1.2	0.9	-3.6	-4.5	1.06	1.04	-6.1	-9.6
CCCNC(=O)C(Cc1ccccc1)NC(=O)c1ccccn1 (stereo not given)	-10.4	0.6	-6.2	-3.2	0.889	1.06	11.1	1.0
CCC(=O)Nc1ccc2nc(SCC(=O)N3CCOCC3)sc2c1	-6.2	-2.9	-6.2	-5.8	0.828	1.06	17.2	-5.0
N#CC1=C2SCN(c3ccc(F)cc3)CN2C(=O)CC1c1cccc(F)c1 (stereo not given)	8.1	7.7	60.4*	16.7	0.883	0.396	11.7	68.8*
O=C(CN1C(=O)CC(c2ccccc2)Sc2ccccc21)NCC1CCCO1 (stereo not given)	1.8	-2.1	5.7	-1.8	0.911	0.943	8.9	-3.1
COc1ccc(N2CCN(C(CNC(=O)C(=O)NCc3ccc4c(c3)OCO4)c3ccco3)CC2)cc1 (stereo not given)	0.7	1.9	8.6	-9.3	1.03	0.914	-3.2	19.1
COc1cccc(CNC(=O)CCS(=O)(=O)c2ccccc2Cl)c1	-5.3	-4.6	-1.6	-1.8	0.855	1.02	14.5	-5.9
COc1ccc(/C(O)=C2/C(=O)C(=O)N(c3ncccn3)C2c2ccc(OC)cc2)cc1 (stereo not given)	5.1	0.0	-1.5	0.4	0.979	1.01	2.1	-1.0
Cc1cccc(-n2nc(C(=O)c3ccco3)cc(-c3nc4ccccc4[nH]3)c2=N)c1	6.2	-3.3	4.4	-12.8	1.28	0.956	-28.3	-4.5
COc1ccc(NC(=O)[C@@H]2CCCN2C(=O)c2cccs2)cc1S(=O)(=O)N1CCCCC1	-9.5	-1.8	-3.7	-3.5	0.888	1.04	11.2	3.8
CCc1ccc(NC(=S)NC2CC3CCCC(C2)N3Cc2cccs2)cc1 (stereo not given)	11.8	-1.6	-469.8	-9.2	1.5	5.7*	-50.1	6.8
CCN(CC)CCCNC(=O)c1cc2nc(-c3ccccc3)cc(C(F)(F)F)n2n1	-7.0	-1.6	7.1	-3.0	1.01	0.929	-0.6	-4.7
CC(=O)c1ccc(N2C(=O)[C@@H]3C(C(=O)CCN4C(=O)c5ccccc5C4=O)=NN[C@@H]3C2=O)cc1	-4.3	2.1	-5.1	-3.1	0.989	1.05	1.1	-10.7
CC(C)(C)c1ccc(OCC(=O)N2CCN(c3ccccn3)CC2)cc1	-1.8	-1.8	-8.3	1.1	0.978	1.08	2.2	1.1
COc1ccc(COc2ccsc2C(=O)Nc2ccc(Cl)cc2)cc1	-1.0	0.1	4.5	-12.8	0.913	0.955	8.7	2.5
CCN1CCN(S(=O)(=O)c2cccs2)CC1	-3.8	2.6	-15.3	-7.8	1.05	1.15	-5.0	-0.5
O=C(OCc1ccc(COC(=O)c2ccc(O)cc2)cc1)c1ccc(O)cc1	7.7	1.2	-0.9	-2.0	0.925	1.01	7.5	-14.9
CCOc1cccc(CNCc2ccncc2)c1	-1.0	3.5	1.7	-1.6	0.961	0.983	3.9	1.8
COc1ccc(N2CCN(S(=O)(=O)CCNC(=O)CCCc3ccccc3)CC2)cc1	-8.7	-2.8	8.0	-5.7	1.06	0.92	-6.2	-1.3
COc1ccc(-c2nc(SCC(=O)Nc3c(F)cccc3F)n[nH]2)cc1	-0.6	4.4	6.3	-2.4	0.982	0.937	1.8	10.9
Cc1cccc2cc(CN(Cc3ccc4c(c3)OCO4)Cc3nnnn3C3CCCC3)c(=O)[nH]c12	-12.6	-6.1	1.2	-5.1	1.21	0.988	-21.1	14.1
N=c1c(C(=O)NC2CCCC2)cc2c(=O)n3ccccc3nc2n1Cc1ccccc1	-1.5	2.7	8.3	0.5	0.997	0.917	0.3	26.6
CCOP(=O)(OCC)C(NC(=O)Nc1ccccc1)c1ccccc1 (stereo not given)	4.3	0.1	-4.2	-6.6	0.993	1.04	0.7	-1.8
Cc1nn(C)c(C)c1/C=C1/SC(=S)NC1=O	-1.7	3.4	9.4	-2.6	0.994	0.906	0.6	5.5
Cc1ccc(/C=C2/Sc3ccccc3N(CC(=O)NCC3CCCO3)C2=O)cc1 (stereo not given)	-4.8	-2.2	5.5	1.1	0.767	0.945	23.3	2.9
Cc1ccccc1NS(=O)(=O)c1ccc(C(=O)OCC(=O)NCC(C)C)cc1	-10.7	1.5	-7.7	9.5	1.02	1.08	-2.2	13.6
CC(=O)c1c(C)oc2ccc(N(C(=O)c3ccncc3)S(=O)(=O)c3ccccc3)cc12	-5.7	-4.1	-6.8	-1.7	0.954	1.07	4.6	-10.5
CCOCCCNC(=O)C1(O)c2ccccc2NC(=O)N1c1ccc(C)c(C)c1 (stereo not given)	-8.0	-4.3	3.9	1.5	1.14	0.961	-14.2	-10.6
COc1ccc(OC)c(Cc2nnc(CCC(=O)N3CCCCC3)o2)c1	-5.4	2.3	-2.1	-2.7	1.01	1.02	-1.2	7.1
C[C@H](NC(=O)OC(C)(C)C)C(=O)N/N=C/c1ccc2nccnc2c1	-2.6	1.9	-7.8	-3.8	1.15	1.08	-15.4	0.1
Cn1c(NC(=O)/C=C\c2ccccc2)cc(=O)n(C)c1=O	-12.6	1.3	-5.2	-8.1	0.939	1.05	6.1	25.2
CCOc1c(O)ccc(C2NC(=O)N(C)C(C)=C2C(=O)OC)c1[N+](=O)[O-] (stereo not given)	-2.0	0.9	7.1	-6.1	0.882	0.929	11.8	-7.9
CC1CC(C)(C)N(C(=O)CN2C(=O)c3ccccc3C2=O)c2ccccc21 (stereo not given)	13.3	1.4	3.2	10.1	1.08	0.968	-7.6	1.2
Cn1nnnc1Sc1ncnc2scc(-c3ccc(Cl)cc3)c12	-2.6	-6.0	9.0	10.1	1.06	0.91	-6.2	8.0
O=C(O)c1n[nH]c2c1CCCCC2	5.1	0.3	-3.1	9.9	1.35	1.03	-34.9	9.2
NC(=O)c1ncc(C(F)(F)F)cc1Oc1cccnc1	10.3	-1.6	12.6	14.1	1.14	0.874	-14.1	-22.5
Cc1ccc(NS(=O)(=O)c2ccc3c(c2)NC(=O)CC(=O)N3)cc1C	-7.0	5.4	3.2	-7.2	0.982	0.968	1.8	2.5
CC(C)(C)NC(=O)CN(Cc1cccs1)C(=O)CNS(=O)(=O)c1ccc(F)cc1	0.9	-1.2	9.5	-2.2	0.932	0.905	6.8	-15.7
CN(C)S(=O)(=O)c1ccc(Cl)c(NC(=O)COC(=O)CN2C(=O)NC(C)(C)C2=O)c1	-0.8	0.2	-3.1	-7.0	0.892	1.03	10.8	-11.0
